Screening data as filed in PubChem.
Bim-Bcl-B: human Bim-Bcl-B interaction inhibition. Q9HD36. bead-based flow cytometry, Bim peptide-Bcl-B binding. inhibition, % at 10 µM. 0.073% of 190,000 active. AID 951;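 further: 0% = tracer peptide without compound and 100% = reference inhibitor peptide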
Target sequence (Q9HD36 whole entry, looked up): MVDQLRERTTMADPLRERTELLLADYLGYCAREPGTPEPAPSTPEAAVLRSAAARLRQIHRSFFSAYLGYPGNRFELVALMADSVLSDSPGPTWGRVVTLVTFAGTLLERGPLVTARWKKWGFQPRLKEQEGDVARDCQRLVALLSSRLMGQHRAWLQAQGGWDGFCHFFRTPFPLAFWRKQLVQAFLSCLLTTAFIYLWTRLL
ABCG2 inh: blocks JC-1 efflux by human ABCG2 transporter. inhibition, % at 6.6 µM. AID 1325. IgMXP3 cells, flow cytometry. 0.1% of 190,000 active;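 active means inhibition above 80%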;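 further: 0% = DMSO and 100% = nicardipine control wells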
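test system = two drug-resistant human cell lines, ABCG2 and ABCB1 | amount = 3 million cells/mL final, two lines in 1:1 ratio | reagent = JC-1 transporter substrate | doses = one concentration, 6.6 µM final | incubation = 10 min at 25 °C | signal = flow cytometric JC-1 green MFI at 530 nm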
ABCB1 inh: human ABCB1 inhibition, ABCG2 as counter-screen. P08183. CCRF-Adr cells, JC-1 efflux, flow cytometry. inhibition, % at 6.6 µM. 0.067% of 190,000 active. AID 1326; in the data active means inhibition above about 40%;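 further: 0% = vehicle and 100% = reference inhibitor; higher value means more JC-1 retained so stronger ABCB1 efflux block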
RGS4-Gao reg: human RGS4-Galphao interaction regulation; Multiplexed bead flow cytometry, RGS4-Galphao binding; actives lie on both sides; 0.33% of 220,000 active; P09471; binding response (% of control), % at 10 µM; AID 1415; in the data active means binding response below about 49% or above about 150%; inactive means in between;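 further: fluorescent Galphao activated with aluminum fluoride binding bead-coupled RGS4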
Bim-Bcl-XL: disrupts Bim peptide binding to human Bcl-XL | bead flow cytometry, fluorescence | 0.04% of 190,000 active | Q07817 | inhibition, % at 10 µM
Target sequence (Q07817 whole entry, looked up): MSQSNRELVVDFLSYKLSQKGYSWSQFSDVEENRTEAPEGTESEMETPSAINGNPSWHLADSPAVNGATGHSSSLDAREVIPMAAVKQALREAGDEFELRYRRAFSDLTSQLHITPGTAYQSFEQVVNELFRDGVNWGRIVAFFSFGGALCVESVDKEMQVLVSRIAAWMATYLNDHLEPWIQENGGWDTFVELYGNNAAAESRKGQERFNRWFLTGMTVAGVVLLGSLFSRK
Bim-Bcl-W: disrupts Bim peptide binding to human Bcl-W. Q92843. bead-based flow cytometry. inhibition, % at 10 µM. 0.02% of 190,000 active. AID 952;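 further: 0% = bound tracer without compound and 100% = peptide blocker; higher means less fluorescent Bim peptide bound to Bcl-W beads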
Target sequence (Q92843 whole entry, looked up): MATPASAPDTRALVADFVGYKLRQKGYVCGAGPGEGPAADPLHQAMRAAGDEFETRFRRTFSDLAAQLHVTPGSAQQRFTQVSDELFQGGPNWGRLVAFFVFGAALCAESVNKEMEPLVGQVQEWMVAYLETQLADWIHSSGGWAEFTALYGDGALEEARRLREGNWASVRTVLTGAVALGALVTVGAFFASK
RGS7-Gao: modulates binding of RGS7 to human Galphao; 0.35% of 220,000 active; binding response (% of control), % at 10 µM; Multiplexed bead flow cytometry; actives lie on both sides; in the data active means binding response below about 49% or above about 150%; inconclusive means no clear call, values can overlap the other calls; inactive means in between;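 further: fluorescent Galphao held in activated GDP-AlF4 state binding bead-coupled RGS7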
GSH bead fluor: GSH bead compound fluorescence profile. GSH beads flow cytometry, compound fluorescence 488/530 nm; stronger effect = higher value. fluorescence (KMESF) at 10 µM. 0.25% of 190,000 active. AID 1776; in the data active means fluorescence above about 89;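 further: glutathione beads carrying GST-tagged Bcl family fusion proteins plus one bare bead set; values are compound well signal with DMSO vehicle wells as background; inactives centre near 16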
RGS8-Gao: regulators of human RGS8-Galphao interaction; P09471; multiplexed bead flow cytometry, RGS8-Galphao binding; actives lie on both sides; response (percent of control binding), % at 10 µM; 0.34% of 220,000 active; in the data active means response below about 60% or above about 140%; inactive means in between;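 further: Galphao activated as the GDP aluminium fluoride complex binding bead-coupled RGS8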
Bfl-1 Bim block: human Bim-Bfl-1 interaction inhibition. 0.12% of 190,000 active. AID 1008. Q16548. Bead-based flow cytometry, Bim-Bfl-1 binding inhibition. inhibition, % at 10 µM;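 further: 0% = wells without compound plus tracer and 100% = blocker peptide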
Bim-Bcl-2: disrupts Bim peptide binding to human Bcl-2; P10415; Bead-based flow cytometry, Bim peptide-Bcl-2 binding; inhibition, % at 10 µM; 0.06% of 190,000 active; AID 950; in the data active means inhibition above about 40%; inconclusive means no clear call, values can overlap the other calls;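 further: 0% = no compound wells with probe peptide and 100% = reference peptide inhibitor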
Target sequence (P10415 whole entry, looked up): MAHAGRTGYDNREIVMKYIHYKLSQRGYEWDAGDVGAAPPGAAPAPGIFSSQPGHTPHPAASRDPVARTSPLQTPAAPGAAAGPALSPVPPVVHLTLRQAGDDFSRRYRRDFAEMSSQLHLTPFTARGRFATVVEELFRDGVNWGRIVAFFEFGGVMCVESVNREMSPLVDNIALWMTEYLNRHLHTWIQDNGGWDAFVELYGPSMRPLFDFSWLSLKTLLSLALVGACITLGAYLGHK
* = called active by the depositor; ? = inconclusive; nt = no result given. Unless noted, no stated cut-off is given here; in the data, active means inhibition above about 40%.

SMILES	Bim-Bcl-B	ABCG2 inh	ABCB1 inh	RGS4-Gao reg	Bim-Bcl-XL	Bim-Bcl-W	RGS7-Gao	GSH bead fluor	RGS8-Gao	Bfl-1 Bim block	Bim-Bcl-2
COc1cccc2cc(C(=O)NC(C)C3CCCO3)c(=O)oc12 (configuration not stated)	-10.0	-1.3	-2.4	96.5	-2.0	-1.0	98.0	25	98.6	0.0	-7.0
O=C1CCCN1CCCNC(=S)Nc1cccc2ccccc12	-11.0	11.5	4.6	101.7	-4.0	-2.0	96.7	21	99.7	-3.0	-2.0
CCCc1cc(=O)[nH]c(SCc2ccc(Cl)cc2)n1	-10.0	19.6	-0.2	102.4	-5.0	-2.0	99.0	34	100.4	-13.0	-6.0
COC(=O)Cc1c(O)ccn(CCc2ccccc2)c1=O	-3.0	2.1	0.5	100.5	0.0	2.0	101.7	12	102.1	-2.0	2.0
CC(C)(C)n1nnnc1C(c1ccc(F)cc1)N(Cc1ccc(F)cc1)Cc1ccco1 (configuration not stated)	-8.0	1.9	0.6	91.3	-6.0	-1.0	94.1	34	93.0	-15.0	-8.0
CCCCOc1ccc(CN(C)c2ncnc(N)n2)cc1	-1.0	12.5	-0.5	98.0	-3.0	-7.0	97.6	17	98.2	0.0	1.0
Cc1[nH]n(-c2ccccc2)c(=O)c1/C=N/NC(=O)c1ccoc1C	-9.0	6.5	0.3	100.6	-6.0	-4.0	91.4	16	102.5	-13.0	-7.0
COc1ccc(C(=O)NC(=S)N2CC(C)OC(C)C2)cc1OC (configuration not stated)	0.0	-2.3	-0.4	102.9	0.0	-1.0	?	15	100.8	4.0	-1.0
COc1ccc(S(=O)(=O)N(C)C)cc1NC(=O)COC(=O)c1nn(C)c(=O)c2ccccc12	-1.0	11.2	2.0	97.3	-1.0	0.0	?	10	99.2	-5.0	-2.0
CCOC(=O)c1ccc(NC(=O)C2CC(=O)Nc3nc4ccccc4n32)cc1 (configuration not stated)	-2.0	-0.4	0.0	86.9	2.0	1.0	88.9	11	86.3	0.0	1.0
CCOC(=O)C1=C(C)Nc2ncnn2C1c1ccccc1F (configuration not stated)	-8.0	6.5	1.9	99.0	-3.0	0.0	91.3	25	102.1	-8.0	-6.0
Nc1nc(C2CCCN2S(=O)(=O)c2ccc(Cl)cc2)cs1 (configuration not stated)	-4.0	0.3	0.2	100.3	-10.0	3.0	98.7	56	101.9	-7.0	-8.0

Brought forward from above: four entries, then new ones.
SMILES	Bim-Bcl-B	ABCG2 inh	ABCB1 inh	RGS4-Gao reg	Bim-Bcl-XL	Bim-Bcl-W	RGS7-Gao	GSH bead fluor	RGS8-Gao	Bfl-1 Bim block	Bim-Bcl-2
COc1ccc(S(=O)(=O)N(C)C)cc1NC(=O)COC(=O)c1nn(C)c(=O)c2ccccc12	-1.0	11.2	2.0	97.3	-1.0	0.0	?	10	99.2	-5.0	-2.0
CCOC(=O)c1ccc(NC(=O)C2CC(=O)Nc3nc4ccccc4n32)cc1 (configuration not stated)	-2.0	-0.4	0.0	86.9	2.0	1.0	88.9	11	86.3	0.0	1.0
CCOC(=O)C1=C(C)Nc2ncnn2C1c1ccccc1F (configuration not stated)	-8.0	6.5	1.9	99.0	-3.0	0.0	91.3	25	102.1	-8.0	-6.0
Nc1nc(C2CCCN2S(=O)(=O)c2ccc(Cl)cc2)cs1 (configuration not stated)	-4.0	0.3	0.2	100.3	-10.0	3.0	98.7	56	101.9	-7.0	-8.0
O=C(c1ccc2c3c(cccc13)CC2)C1CCCN(Cc2ccncc2)C1 (configuration not stated)	-3.0	2.0	1.0	103.2	-1.0	-2.0	102.1	17	103.7	-9.0	-4.0
CCCc1nnc(NC(=O)CC(=O)OCC)s1	-11.0	-0.6	-0.6	102.2	-9.0	0.0	99.3	11	100.8	-10.0	-10.0
S=c1[nH]nc(Cc2ccccc2)n1-c1ccc(Cl)cc1	-19.0	-0.6	-0.4	106.0	-4.0	-1.0	115.4	17	88.5	8.0	0.0
CCOC(=O)C1(Cc2ccccc2Cl)CCN(C(=O)CN2CCOC2=O)CC1	0.0	13.0	1.3	104.6	0.0	-1.0	105.7	11	102.8	-6.0	-3.0
COc1cc(CNCCc2c[nH]c3ccccc23)cc(Cl)c1OCC(N)=O	-6.0	4.2	0.9	104.6	-3.0	-3.0	104.8	13	106.1	-7.0	-3.0
CCCCNC(=O)c1onc(CSc2ccc(Cl)cc2)c1C(=O)O	-12.0	-0.4	2.1	101.2	-11.0	-3.0	102.1	27	101.5	-19.0	-15.0
Cc1c(O)ccc(C(=O)COc2ccc(F)cc2)c1O	-11.0	66.1	-1.8	99.8	-3.0	1.0	100.4	35	99.0	-11.0	-6.0
CC(=O)Nc1nc2cccc([N+](=O)[O-])c2s1	-4.0	0.6	-0.5	97.2	-1.0	-2.0	101.5	18	100.0	-1.0	-1.0
Cn1c(SCC(=O)Nc2ccc3cn[nH]c3c2)nnc1-c1cnccn1	-9.0	10.3	0.2	103.2	-8.0	-2.0	98.8	25	99.9	-17.0	-13.0
Cc1ccccc1NC(=O)CCSc1nnnn1-c1ccccc1	-4.0	1.6	0.1	99.6	-4.0	0.0	99.9	17	101.0	-1.0	-3.0
O=C(NCCN1CCN(C(=O)C(c2ccccc2)c2ccccc2)CC1)C(=O)Nc1ccccc1	-1.0	0.6	0.7	95.6	-3.0	0.0	95.5	11	100.9	-2.0	0.0
CCc1[nH]nc2c1C(C1C=CCCC1)C(C#N)=C(N)O2 (configuration not stated)	-2.0	-1.3	0.2	94.7	-3.0	-1.0	?	20	99.0	-4.0	2.0
CCc1nc(SCC(=O)Nc2c(C)nn(C)c2C)c2cnn(-c3ccccc3)c2n1	-8.0	39.0	2.0	101.1	-10.0	-4.0	98.6	25	98.1	-20.0	-10.0
Cc1cccc[n+]1CC(=O)c1ccc2c(c1)OCCO2	-3.0	3.0	0.3	96.4	-4.0	-5.0	98.7	9	100.2	-2.0	-2.0
COc1ccc(-c2oc3ncn(Cc4ccco4)c(=N)c3c2-c2ccc(OC)cc2)cc1	1.0	11.6	9.3	99.1	0.0	0.0	102.8	22	100.3	2.0	0.0
O=C(c1cccs1)n1nc(-c2cccnc2)nc1NCc1ccco1	0.0	9.9	0.8	102.1	0.0	0.0	104.1	22	103.0	0.0	-2.0
CN(C)S(=O)(=O)NCCNc1ccc(C(F)(F)F)cc1[N+](=O)[O-]	-4.0	4.7	0.5	102.8	-4.0	-2.0	104.2	24	101.2	-8.0	-3.0
N#Cc1nc(COc2ccccc2F)oc1NCCc1ccccc1	-5.0	12.0	0.9	101.6	1.0	3.0	101.3	40	102.2	-11.0	-10.0
CN1CCN(c2ccc(S(=O)(=O)N3CCCCC3)cc2NC(=O)Cc2ccc(Cl)cc2)CC1	-6.0	2.9	0.6	108.9	-1.0	-1.0	115.8	11	114.7	0.0	0.0
CCN(CC)S(=O)(=O)c1cccc(-c2nnc(SCC(N)=O)n2C)c1	-1.0	-0.8	0.2	100.9	-2.0	0.0	97.0	10	101.5	-2.0	-1.0
CCS(=O)(=O)c1ccc(N)cc1	-1.0	12.4	1.0	100.5	0.0	1.0	95.2	72	100.1	-2.0	-1.0
CCN1CCN(CC(=O)NC2CCCCC2)C(=O)C1=O	-7.0	-1.2	-1.1	101.3	-3.0	1.0	103.4	19	105.0	-11.0	-5.0
COc1ccc(-c2cc(-c3ccccc3)n[nH]2)c(O)c1	-2.0	13.4	0.5	95.7	-3.0	0.0	100.9	21	99.1	-4.0	0.0
Cc1ccc(C(=O)NNC(=O)CSc2nnc(-c3ccncc3)n2-c2ccc(C)cc2)cc1	0.0	-0.1	0.0	105.7	-2.0	0.0	104.5	24	103.7	-2.0	-2.0

Random excerpt: two records from the list
SMILES	Bim-Bcl-B	ABCG2 inh	ABCB1 inh	RGS4-Gao reg	Bim-Bcl-XL	Bim-Bcl-W	RGS7-Gao	GSH bead fluor	RGS8-Gao	Bfl-1 Bim block	Bim-Bcl-2
Cc1cccc[n+]1CC(=O)c1ccc2c(c1)OCCO2	-3.0	3.0	0.3	96.4	-4.0	-5.0	98.7	9	100.2	-2.0	-2.0
CCS(=O)(=O)c1ccc(N)cc1	-1.0	12.4	1.0	100.5	0.0	1.0	95.2	72	100.1	-2.0	-1.0

(more compounds)
SMILES	Bim-Bcl-B	ABCG2 inh	ABCB1 inh	RGS4-Gao reg	Bim-Bcl-XL	Bim-Bcl-W	RGS7-Gao	GSH bead fluor	RGS8-Gao	Bfl-1 Bim block	Bim-Bcl-2
CN(Cc1ccccn1)C(=O)CC1C(=O)NCCN1Cc1cccc(Oc2ccccc2)c1 (configuration not stated)	-4.0	-0.6	-0.1	105.8	-3.0	-2.0	98.6	14	104.0	-4.0	-2.0
Cc1ccc(S(=O)(=O)Nc2ccnc(-c3cccnc3)n2)cc1	0.0	4.3	0.5	101.9	2.0	3.0	102.3	23	102.0	-2.0	1.0
Cc1ccc(C)c(NC(=O)c2cc(=O)c3ccccc3o2)c1	-8.0	9.5	-2.7	101.3	-5.0	-3.0	98.3	22	100.3	0.0	0.0
O=C(COC(=O)Cc1ccccc1F)Nc1ccc(F)cc1F	-3.0	20.3	0.8	101.4	0.0	0.0	95.9	10	100.5	-4.0	-2.0
O=C(NCC1CCC(C(=O)O)CC1)OCc1ccccc1 (configuration not stated)	2.0	20.8	3.4	98.7	-3.0	-5.0	96.2	nt	102.5	-2.0	-1.0
O=C(Nc1ncc(Cc2cccc(Cl)c2)s1)c1cccs1	-5.0	-1.9	-0.2	98.8	0.0	2.0	102.1	12	103.4	-10.0	-2.0
